High-throughput results as filed in PubChem.
JMJD2A Tudor: JMJD2A Tudor domain (human) inhibition; O75164; AlphaScreen JMJD2A-Tudor / H3K4me3 peptide binding; Potency, µM (series often up to 114 µM), for the others: at the highest dose activity change, negative = inhibition, usual class: inhibitors; 4.4% of 390,000 active; AID 504339; further: potency means the concentration at half of the fitted maximal effect; on the % scale 0 is the no-effect control and ±100 the full control effect; nearly all actives have a fitted effect of over 50% in size
PI4K2A block: PI4K2A (human) kinase inhibition; 0.13% of 420,000 active; purified PI4K2A, ADP-Glo luminescence, 1 h; stronger effect = lower value; activity change, negative = inhibition, % at 76.9 µM; AID 1346378; Q9BTU6; in the data active means activity change below about -50%; inconclusive means mostly about -30% to -49%;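 further: -100% = wells without enzyme as full effect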
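PI4K2A activity was measured by ADP-Glo luminescence: enzyme (4 ug/mL stock) and phosphatidylinositol (1.2 mM stock) in Tris pH 7.5/MgCl2/EGTA/Triton X-100 buffer were reacted with ATP (300 microM stock) for one hour at ambient temperature.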
Tb PGK inh: T. brucei PGK inhibition | 0.043% of 380,000 active | PGK/GAPDH coupled, Kinase-Glo luminescence, 60 min | Potency, µM (top dose mostly 57.5 µM), without a hit: top-dose activity change, negative = inhibition, actives largely listed as inhibitors | AID 602233; further: potency means the concentration at half of the fitted maximal effect; on the % scale 0 is the no-effect control and ±100 the full control effect; nearly all actives have a fitted effect of over 60% in size
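Luminescent ATP detection (Kinase-Glo Plus) follows a 60-minute room-temperature incubation, with wells lacking PGK as controls. Buffer: 100 mM TEA (pH 7.6), 5 mM MgCl2, 0.01% Tween-20. Coupling enzyme GAPDH (100 nM final) supplies unstable 1,3-BPG in-well.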
HP1b binding inh: blocks HP1-beta chromodomain binding to methylated histone tails; P83916; AlphaScreen HP1-beta / biotin-H3K9me3 peptide binding; Potency, µM (series often up to 114 µM), for the others: at the top dose activity change, negative = inhibition, most hits filed as inhibitors; 0.56% of 390,000 active; AID 540317; further: potency means the concentration at half of the fitted maximal effect; nearly all actives have a fitted effect of over 70% in size; inactives centre near 23
Target sequence (P83916 whole entry, looked up): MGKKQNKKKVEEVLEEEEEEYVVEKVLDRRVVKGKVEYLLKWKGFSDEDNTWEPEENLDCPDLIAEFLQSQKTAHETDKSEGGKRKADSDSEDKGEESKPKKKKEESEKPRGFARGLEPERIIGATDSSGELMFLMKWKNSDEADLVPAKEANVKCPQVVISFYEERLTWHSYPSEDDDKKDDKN
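AlphaScreen: HP1-beta (50 nM) preformed 30 min with biotin-H3(1-18)K9me3 peptide (50 nM) in PBS pH 7.4, 0.01% Tween-20. Compound added for 30 min at RT, then streptavidin donor/nickel chelate acceptor beads (10 ug/mL) for 30 min.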
GLS inh: glutaminase GLS (human) inhibition | Potency, µM (series often up to 45.5 µM), without a hit: at the highest dose activity change, negative = inhibition, most hits filed as inhibitors | GLS enzymatic activity, qHTS titration | O94925 | AID 624170 | 0.21% of 410,000 active; further: potency means the concentration at half of the fitted maximal effect; on the % scale 0 is the no-effect control and ±100 the full control effect
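hKGA; 45 mM KH2PO4 pH 8.2 + 0.02% Tween-20; cpd via pin tool; 1 mM Gln soln; GluOx/HRP/Amplex Red; RT 30 min; fluor. t0 & final.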
G9a block: G9a (human) methyltransferase inhibition | G9a H3K9 monomethylation, AlphaScreen, 2 h | Potency, µM (highest dose often 102 µM), for inactives: at the top dose activity, negative = inhibition, actives largely listed as inhibitors | Q96KQ7 | 8.8% of 350,000 active; further: potency means the concentration at half of the fitted maximal effect; on the % scale 0 is the no-effect control and ±100 the full control effect; nearly all actives have a fitted effect of over 75% in size
Target sequence (Q96KQ7 913-1193 limits assumed): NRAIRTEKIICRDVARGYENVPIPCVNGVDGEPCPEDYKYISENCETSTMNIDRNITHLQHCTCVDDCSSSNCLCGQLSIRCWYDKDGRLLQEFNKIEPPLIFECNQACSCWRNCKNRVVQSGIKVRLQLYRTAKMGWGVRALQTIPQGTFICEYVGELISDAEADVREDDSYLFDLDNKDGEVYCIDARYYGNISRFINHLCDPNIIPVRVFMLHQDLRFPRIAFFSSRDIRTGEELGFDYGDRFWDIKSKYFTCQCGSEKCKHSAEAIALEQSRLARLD
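Signal arises when biotinylated H3K9 peptide, once monomethylated, bridges streptavidin donor and antibody-captured acceptor beads. Enzyme at 20 nM was preincubated 15 min with test compounds; peptide 500 nM and SAM 20 uM then reacted for 2 h.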
Pin1 inhibitor: inhibitors of human Pin1; Potency, µM (top dose mostly 115 µM), for inactives: top-dose activity, negative = inhibition, hits mostly inhibitors; 0.009% of 390,000 active; Pin1 FP peptide displacement, HiFluor488, 10 min; active means well fitted inhibition curve with a large enough effect in the polarisation, with a control signal flat, not every such curve was filed as active; inconclusive means small, poorly fitted or top-dose-only effect, or effect the other way, or a change in a side signal; inactive means no such curve, though single readings can be large or run the other way; the % refers to the polarisation; further: potency means the concentration at half of the fitted maximal effect; on the % scale 0 is the no-effect control and ±100 the full control effect
BAZ2B inh: inhibitors of human BAZ2B bromodomain; Potency, µM (titrated, usually from 114 µM), inactives show at the top dose activity change, negative = inhibition, hits mostly inhibitors; Q9UIF8; AlphaScreen BAZ2B-H3K14Ac peptide displacement; AID 504333; 4.4% of 360,000 active; further: potency means the concentration at half of the fitted maximal effect; on the % scale 0 is the no-effect control and ±100 the full control effect; nearly all actives have a fitted effect of over 60% in size
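BAZ2B (50 nM) with biotin-H3(5-23)K14Ac peptide (50 nM) in PBS pH 7.4, 0.01% Tween-20, preformed 30 min, then compound 30 min at room temperature; top concentration 110uM. AlphaScreen streptavidin donor/nickel chelate acceptor beads (10 ug/mL final), 20 min dark, signal read.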
ERG-DNA inh: blocks human ERG Ets domain binding to DNA; Potency, µM (doses to about 76.9 µM), for inactives: at the top dose FP activity, negative = inhibition, actives largely listed as inhibitors; P11308; fluorescence polarization, His-ERG Ets domain / labelled DNA; 0.028% of 370,000 active; active means well fitted inhibition curve with a large enough effect in the polarisation, with a control signal flat; inconclusive means small, poorly fitted or top-dose-only effect, or effect the other way, or a change in a side signal; inactive means no such curve, though single readings can be large or run the other way; the % refers to the polarisation;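 further: polarization taken with two DNA probes labelled with fluorescein and Texas red; potency means the concentration at half of the fitted maximal effect; % of control where 0% means no effect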
Target sequence (P11308 whole entry, looked up, the tested form may be a part): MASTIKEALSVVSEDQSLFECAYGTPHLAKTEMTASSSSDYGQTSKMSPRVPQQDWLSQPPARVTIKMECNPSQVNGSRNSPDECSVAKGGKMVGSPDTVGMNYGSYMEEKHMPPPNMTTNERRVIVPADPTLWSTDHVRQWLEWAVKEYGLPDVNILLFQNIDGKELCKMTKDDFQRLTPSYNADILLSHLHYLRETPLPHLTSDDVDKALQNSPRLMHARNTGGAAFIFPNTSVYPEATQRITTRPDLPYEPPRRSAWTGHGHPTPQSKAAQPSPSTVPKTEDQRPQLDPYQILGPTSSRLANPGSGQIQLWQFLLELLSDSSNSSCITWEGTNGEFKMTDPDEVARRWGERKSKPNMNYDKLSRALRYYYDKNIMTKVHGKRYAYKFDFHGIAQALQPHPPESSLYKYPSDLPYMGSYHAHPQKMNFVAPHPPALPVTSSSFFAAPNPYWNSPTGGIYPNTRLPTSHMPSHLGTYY
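His-tagged ERG Ets domain (1 uM in the protein solution; 300mM KCl, 50mM Tris-HCl, 1mM EDTA, 1mM DTT, pH 7.5) received compound, then a probe mix of 5 nM fluorescein-DNA and 100nM Texas-615-DNA. Fluorescence polarization was read for both dyes.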
* marks the source's active call; other numbers are inactive results; i = inactive; u = inconclusive; x = no result given; [ ] = dose if it differs, or a comment. Unless noted, the call rests on the fitted dose curve; in most records, active means well fitted curve in the direction sought with a large enough effect; inconclusive means small, poorly fitted or top-dose-only effect, or another doubt; inactive means no such curve, though single readings can be large; an effect the other way counts as inactive or inconclusive.

no.	ERG-DNA inh	PI4K2A block	Pin1 inhibitor	G9a block	GLS inh	BAZ2B inh	JMJD2A Tudor	HP1b binding inh	Tb PGK inh	Molecule
1	-12%	-3	-1%	-7%	1%	-21%	-2%	22%	i	CCN1CCN(C(c2cccs2)C(C)NC(=S)NC2CCCCC2)CC1 (stereo unspecified)
2	3%	-7	-2%	16%	-3%	-8%	-9%	30%	i	O=C(NCC1CCCO1)c1cc(-c2ccccc2F)no1 (stereo unspecified)
3	-3%	4	6%	1%	u	-18%	u	12%	x	CNc1ccccc1C(C)(C)c1cc(C)[nH]n1
4	5%	-16	-5%	u	-4%	12%	14%	10%	-12%	O=C(NCCCN1CCCC1=O)c1ccc2c(c1)OCO2
5	5%	-13	51%[activator]	11%[59 µM]	10%	10%	-12%	44%[activator]	-14%	Cc1cc(C(=O)N/N=C/c2cc(Br)ccc2OC(=O)c2ccccc2)n[nH]1
6	-2%	-5	12%	u	-1%	-3%	-4%	30%	-3%	COc1cc(-c2nnc(COC(=O)c3cc(C)no3)o2)cc(OC)c1OC
7	-4%	2	-10%	7%	1%	-8%	-12%	30%	-9%	COc1ccccc1NC(=O)CCN1C(=O)c2ccccc2S1(=O)=O
8	-2%	-5	-1%	50µM*	0%	26%	-9%	38%	6%	COc1cc(CC(=O)Nc2ccc(S(=O)(=O)N(C)C)cc2)cc(OC)c1OC
9	-20%	3	47%[activator]	u	4%	9%	-13%	25%	-9%	COc1ccc(Cl)cc1NC(=O)COc1cccc(-n2cnnn2)c1
10	7%	0	-7%	2%	1%	-24%	-3%	46%[activator]	-2%	COc1ccccc1NC(=O)Nc1ccc(F)c(F)c1
11	10%	-8	2%	x	0%	3%	-13%	33%	-2%	COc1ccc(OCC(=O)Nc2ccccc2C(=O)Nc2ccc(C(=O)O)cc2)cc1
12	0%	-18	-7%	13%	6%	-1%	-6%	6%	-5%	COc1ccc(-n2nc(C(=O)NCC(=O)N3CCCC3)c3ccccc3c2=O)cc1
13	4%	1	-1%	4%[59 µM]	8%	-12%	-5%	17%	2%	Cc1cccc(C)c1NC(=S)N(Cc1cccs1)C1CCCC1
14	2%	3	49%[activator]	79µM*	9%	-12%	u	u	-12%	Cc1c(C#N)c(O)[nH]c(=O)c1N=Nc1ccc(S(N)(=O)=O)cc1
15	-3%	-3	0%	x	0%	-3%	-5%	43%[activator]	i	Cc1ccc(NC(=O)Cc2ccc(-c3ccccc3)cc2)nc1
16	x	1	-5%	0%[59 µM]	0%	-38%	u	2%	-7%	CS(=O)(=O)c1ccc(Sc2nc3ccccc3s2)c([N+](=O)[O-])c1
17	5%	-5	-2%	52%	-2%	36%	38%[activator]	104%[activator]	-4%	CC1CCN(c2ncnc3c2cnn3-c2ccccc2)CC1
18	-2%	0	-9%	1.3µM*	0%	x	-18%	9%	x	CCN(C(=O)c1nn(-c2ccc(C)cc2)c(=O)c2c1c1ccccc1n2C)c1ccc(F)cc1
19	1%	-9	0%	16%[59 µM]	4%	-5%	1%	42%[activator]	-6%	COc1cc(C(=O)NCc2ccc(C)cc2)ccc1OC(F)F
20	6%	-1	-1%	-27%[59 µM]	12%	-7%	-11%	34%[activator]	2%	Cc1cc(N2CCC(C(=O)NCCC(C)C)CC2)n2nc(C)c(-c3ccc(Cl)cc3)c2n1
21	4%	-5	-4%	33%[59 µM]	0%	x	0%	39%	-6%	COc1ccc(-c2ccc(-c3cc(=O)oc4cc(OC)c(OC)c(OC)c34)cc2)cc1F
22	-1%	-4	8%	25%[59 µM]	-9%	-7%	-12%	20%	i	Cc1cccc(NC(=O)C2CC(=O)N/C(=N/N=C/c3ccco3)S2)c1 (stereo unspecified)
23	-14%	-8	0%	u	-8%	-28%	-14%	3%	-5%	COc1ccc(NC(=O)C(=O)NCCC2CCCCN2S(=O)(=O)c2ccc(F)cc2)cc1 (stereo unspecified)
24	14%	-1	5%	u	4%	-9%	-8%	64%[activator]	-1%	CC(C)C(=O)NNC(=O)CC(=O)Nc1ccccc1C(=O)O
25	1%	-4	-4%	16%	3%	4%	-13%	20%	4%	O=C(Nc1ccc(F)cc1)C1CCN(C(=O)NCc2ccccc2)CC1
26	1%	-7	-6%	-15%	13%	3%	-6%	32%	-3%	COc1cccc(C(=O)NNc2nc(C)cc(C)n2)c1
27	8%	-1	0%	1%	-1%	-2%	-4%	45%[activator]	-1%	Cc1ccc(C(=O)NCC2CCCO2)cc1S(=O)(=O)N1CCCCC1 (stereo unspecified)
28	-5%	0	-2%	0%[59 µM]	6%	-19%	-20%	18%	0%	COC(=O)c1c(NC(=O)CN2CCN(c3cccc(Cl)c3)CC2)sc(C)c1C
29	4%	1	4%	6%	12%	-16%	-10%	-2%	-4%	O=C(OC1CCOC1=O)c1ccc(CO)cc1 (stereo unspecified)
30	2%	-8	2%	8%[59 µM]	18%	5%	-10%	33%	i	O=C1N=C2SCCN2/C1=C\c1ccc(Cl)cc1
31	7%	-1	0%	8%	0%	5%	-4%	16%	-1%	COc1ccc(S(=O)(=O)N2CCC(C(=O)NCC3CCCO3)CC2)cc1Cl (stereo unspecified)
32	-2%	-2	u	u	8%	u	u	u	-10%	COC(=O)c1c(N2C(=O)[C@H]3[C@@H](C2=O)[C@]2(C(=O)Nc4c(C)cccc42)N2CCC[C@@H]32)sc(C)c1C

From entry 1 as far as 13, copied from above:
no.	ERG-DNA inh	PI4K2A block	Pin1 inhibitor	G9a block	GLS inh	BAZ2B inh	JMJD2A Tudor	HP1b binding inh	Tb PGK inh	Molecule
1	-12%	-3	-1%	-7%	1%	-21%	-2%	22%	i	CCN1CCN(C(c2cccs2)C(C)NC(=S)NC2CCCCC2)CC1 (stereo unspecified)
2	3%	-7	-2%	16%	-3%	-8%	-9%	30%	i	O=C(NCC1CCCO1)c1cc(-c2ccccc2F)no1 (stereo unspecified)
3	-3%	4	6%	1%	u	-18%	u	12%	x	CNc1ccccc1C(C)(C)c1cc(C)[nH]n1
4	5%	-16	-5%	u	-4%	12%	14%	10%	-12%	O=C(NCCCN1CCCC1=O)c1ccc2c(c1)OCO2
5	5%	-13	51%[activator]	11%[59 µM]	10%	10%	-12%	44%[activator]	-14%	Cc1cc(C(=O)N/N=C/c2cc(Br)ccc2OC(=O)c2ccccc2)n[nH]1
6	-2%	-5	12%	u	-1%	-3%	-4%	30%	-3%	COc1cc(-c2nnc(COC(=O)c3cc(C)no3)o2)cc(OC)c1OC
7	-4%	2	-10%	7%	1%	-8%	-12%	30%	-9%	COc1ccccc1NC(=O)CCN1C(=O)c2ccccc2S1(=O)=O
8	-2%	-5	-1%	50µM*	0%	26%	-9%	38%	6%	COc1cc(CC(=O)Nc2ccc(S(=O)(=O)N(C)C)cc2)cc(OC)c1OC
9	-20%	3	47%[activator]	u	4%	9%	-13%	25%	-9%	COc1ccc(Cl)cc1NC(=O)COc1cccc(-n2cnnn2)c1
10	7%	0	-7%	2%	1%	-24%	-3%	46%[activator]	-2%	COc1ccccc1NC(=O)Nc1ccc(F)c(F)c1
11	10%	-8	2%	x	0%	3%	-13%	33%	-2%	COc1ccc(OCC(=O)Nc2ccccc2C(=O)Nc2ccc(C(=O)O)cc2)cc1
12	0%	-18	-7%	13%	6%	-1%	-6%	6%	-5%	COc1ccc(-n2nc(C(=O)NCC(=O)N3CCCC3)c3ccccc3c2=O)cc1
13	4%	1	-1%	4%[59 µM]	8%	-12%	-5%	17%	2%	Cc1cccc(C)c1NC(=S)N(Cc1cccs1)C1CCCC1

Next records follow:
no.	ERG-DNA inh	PI4K2A block	Pin1 inhibitor	G9a block	GLS inh	BAZ2B inh	JMJD2A Tudor	HP1b binding inh	Tb PGK inh	Molecule
33	-9%	-5	u	u	-26%	-35%	-26%	2%	-5%	CCCc1cc(-c2n[nH]c(=S)n2Cc2ccccc2)cs1
34	-5%	1	1%	u	-9%	10%	-5%	27%	-16%	Cc1ccc(C(C(=O)NC2CCCC2)N(Cc2cccnc2)C(=O)c2snc(C(N)=O)c2N)o1 (stereo unspecified)
35	-8%	0	1%	u	-7%	-35%	-28%	7%	i	CC(C)Cc1ccc(CN2CCCC(NC(=O)c3ccoc3)C2)cc1 (stereo unspecified)
36	-2%	7	3%	14%[12.7 µM]	4%	1%	-4%	32%	-4%	O=C1NCC(COCc2ccccc2)O1 (stereo unspecified)
37	8%	-5	u	9%	3%	2%	-7%	31%	-4%	CCN(CC)S(=O)(=O)c1ccc2oc(SCC(=O)NCc3ccccc3)nc2c1
38	6%	10	-1%	7%	10%	4%	-7%	24%	-3%	CC(=O)NC12CC3CC(C1)CC(C(=O)NCc1ccc(C)cc1)(C3)C2
39	-5%	4	-4%	x	-3%	-3%	-13%	4%	-2%	COc1ccc(C(=O)N2CCN(CCc3ccccc3)CC2)cc1[N+](=O)[O-]
40	0%	5	1%	u	-12%	2%	4%	46%[activator]	x	Cc1ccc2onc(CC(=O)Nc3cc(F)ccc3F)c2c1
